NPR2 activator: human GC-B receptor activators, primary screen, HEK293 GC-B cells, cGMP TR-FRET, EC30 CNP; 0% at EC30 CNP, 100% saturating CNP; AID 1920062, 2024; actives 0.11% (n = 370,000); activation, % at 10 µM; Atrial natriuretic peptide receptor 2 (Homo sapiens), P20594;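 active = activation at 10 µM reaching about 35% in either raw or pattern-adjusted values, limit read from the data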
GAA850 FXN act: FXN promoter activators, primary screen, cell-based, luciferase luminescence, HEK293 lucGAA850 | HEK293 lucGAA850 FXN promoter luciferase reporter, 24 h; percent of 10 µM SAHA response | activation, % at 6 µM | actives 0.56% (n = 360,000) | AID 540364, 2011;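 active = activation above the average of all compounds screened plus 3 SD, cutoff fixed separately per campaign, cut at about 7.5% in these data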;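 note: 0% = DMSO wells and 100% = 10 µM SAHA wells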
ADAM10 inh: human ADAM10 inhibitors, primary screen, biochemical, QFRET, HTS. Disintegrin and metalloproteinase domain-containing protein 10 (Homo sapiens), O14672. recombinant ADAM10, EDANS/DABCYL FRET peptide cleavage, 3 h. inhibition, % at 7 µM. actives 0.62% (n = 370,000);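 active = inhibition above a per-campaign cutoff equal to the mean of compounds falling between control-based bounds plus 3 SD, cut at about 20% in these data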;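 note: 0% = DMSO wells while the 100% control is not disclosed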
rCAG binder: binders of r(CAG) RNA repeats, primary screen, biochemical, fluorescence; r(CAG) RNA repeat, TO-PRO-1 dye displacement fluorescence; inhibition, % at 3 µM; actives 1.3% (n = 370,000);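 active = inhibition above the plate cutoff, the mean of all test compounds on that plate plus 3 SD, cut at about 35% in these data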;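 note: 0% = DMSO alone and 100% = 100 µM mitoxantrone as full dye displacement; higher means more dye released from RNA so lower well fluorescence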
GC-A act: GC-A stimulated cGMP production enhancers – HEK293 GC-A cells, cGMP TR-FRET, EC30 ANP, primary screen. Atrial natriuretic peptide receptor 1 (Homo sapiens), P16066. 0% at EC30 ANP, 100% saturating ANP. activation, % at 10 µM. actives 0.14% (n = 370,000). AID 1671463, 2021; in the data active = activation above about 40%
ARFGAP1 inhibitor: inhibitors of rat ARFGAP1 GAP activity, primary screen, biochemical, fluorescence polarization, GDP tracer; Arfgap1-stimulated ARF1 GTP hydrolysis, GDP FP detection; inhibition, % at 16.5 µM; actives 0.26% (n = 360,000);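 active = inhibition above a per-plate limit, mean inhibition of low control wells plus 3 SD, cut at about 25% in these data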;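 note: 0% = DMSO wells with enzyme and 100% = wells lacking Arfgap1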
Target sequence (Q62848 1-136 limits assumed): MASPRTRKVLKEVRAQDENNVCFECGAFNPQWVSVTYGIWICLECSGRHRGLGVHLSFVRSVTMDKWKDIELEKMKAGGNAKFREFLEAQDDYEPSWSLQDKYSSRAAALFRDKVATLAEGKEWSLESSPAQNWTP
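Repeats: one replicate per compound; assay system: rat Arfgap1 catalytic domain, aa 1-136; times: enzyme reaction 120 min at 25 °C after 20 min preincubation; detection: FP of antibody-bound GDP Alexa 633 tracer, ex 620/em 688 nm; benchmarks: high control wells lacking Arfgap1, low control full reaction with DMSO; reagent: human ARF1(Δ1-17)-GTP substrate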
KLK7 zymogen act: proKLK7 zymogen activators, primary screen, biochemical, fluorescence intensity; purified proKLK7, EDANS-DABCYL substrate fluorescence; 100% is mature enzyme control, 0% vehicle; actives 0.9% (n = 370,000); activation, % at 7 µM; Kallikrein-7 (Homo sapiens), P49862;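 active = activation above the mean of all tested compounds plus 3 SD, computed per campaign excluding outliers beyond control limits, cut at about 13% in these data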
Target sequence (P49862 whole entry, looked up): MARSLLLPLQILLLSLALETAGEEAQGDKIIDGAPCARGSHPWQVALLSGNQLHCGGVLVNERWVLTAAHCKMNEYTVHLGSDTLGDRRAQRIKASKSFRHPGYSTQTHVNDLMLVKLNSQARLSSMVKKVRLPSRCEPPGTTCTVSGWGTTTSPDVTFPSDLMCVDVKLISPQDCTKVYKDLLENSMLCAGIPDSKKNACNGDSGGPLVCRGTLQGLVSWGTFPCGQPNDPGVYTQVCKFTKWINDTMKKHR
sPLA2-III inh: human group III sPLA2 inhibitors, primary screen, biochemical, QFRET, BODIPY PC-A2 liposome substrate; QFRET BODIPY PC-A2 liposome hydrolysis, fluorescence; AID 743126, 2013; actives 0.56% (n = 370,000); inhibition, % at 12.2 µM;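 active = inhibition above mean plus 3 SD of compounds lying within the high and low control bounds, cut at about 19% in these data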;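 note: 0% = median of test compound wells and 100% = no enzyme DMSO wells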
Target sequence (Q9NZ20 whole entry, looked up): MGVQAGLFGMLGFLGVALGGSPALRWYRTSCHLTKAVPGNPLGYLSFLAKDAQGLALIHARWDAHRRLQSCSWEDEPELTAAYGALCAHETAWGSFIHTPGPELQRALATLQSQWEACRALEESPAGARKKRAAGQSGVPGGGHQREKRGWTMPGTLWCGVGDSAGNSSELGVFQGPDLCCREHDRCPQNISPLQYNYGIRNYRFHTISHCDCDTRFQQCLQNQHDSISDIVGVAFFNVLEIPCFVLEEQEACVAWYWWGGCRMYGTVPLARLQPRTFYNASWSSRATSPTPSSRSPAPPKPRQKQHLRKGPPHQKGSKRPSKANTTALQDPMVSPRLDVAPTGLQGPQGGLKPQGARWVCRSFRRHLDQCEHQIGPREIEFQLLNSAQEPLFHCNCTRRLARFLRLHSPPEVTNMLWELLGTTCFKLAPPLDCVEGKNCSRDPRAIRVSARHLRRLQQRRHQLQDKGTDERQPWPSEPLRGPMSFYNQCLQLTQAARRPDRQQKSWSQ
Tn6 DDE FP: inhibitors of Tn6 peptide binding to fibrin DD(E), primary screen, biochemical, fluorescence polarization, human fibrin, Tn6 probe; actives 0.21% (n = 370,000); inhibition, % at 8.3 µM; Fibrin DD(E) TRITC-Tn6 fluorescence polarization displacement;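 active = inhibition above a per-campaign cutoff: mean of compounds within control limits plus 3 SD, cut at about 15% in these data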;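 note: 0% = median of all compound wells on the plate and 100% = blocking peptide control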
ASAP1 GAP inh: inhibitors of human ASAP1 ArfGAP activity, primary screen, biochemical, fluorescence polarization. Arf-GAP with SH3 domain, ANK repeat and PH domain-containing protein 1 (Homo sapiens), …. ASAP1-stimulated ARF1 GTP hydrolysis, GDP FP detection. inhibition, % at 16.5 µM. actives 0.19% (n = 360,000). AID 624377, 2012; in the data active = inhibition above about 25%;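 note: 0% = vehicle with enzyme and substrate and 100% = no enzyme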
Active calls of the source: *; . = no result given; & = joins results of further samples.

Structure	NPR2 activator	GAA850 FXN act	ADAM10 inh	rCAG binder	GC-A act	ARFGAP1 inhibitor	KLK7 zymogen act	sPLA2-III inh	Tn6 DDE FP	ASAP1 GAP inh
CCCc1nn2c(=O)cc(CSCC(=O)Nc3nnc(CC)s3)nc2s1	6	0.5	-4	0	-3	4	-0.7	5	0	-10
Cc1ccc(CN2C(=O)C(CC(C)C)Nc3ncnc(N4CCN(c5ccccc5)CC4)c32)cc1 (configuration not stated)	3&-1	-0.1	-36&-4	-1&11	-2&-1	9&5	-0.6&0.1	4&4	4&-4	0&3
CCN(CC(=O)Nc1ccc(NC(C)=O)cc1)C(=O)c1ccc(=O)[nH]c1	2	1.2	0	-2	2	10	-0.4	2	-1	-9
O=C(O)CSc1nnc(NC(=O)CN2CCOCC2)s1	4	0.3	-1	-1	3	-1	0.6	-2	7	15
Cc1cc(C)n(CCC(=O)N2CCCC(Nc3ccc(F)cc3)C2)n1 (configuration not stated)	-5	-1.5	7	-5	-4	-11	-0.1	8	-9	-8
Cc1cn([C@H]2C[C@H](O)[C@@H](/C=C/C(=O)N3CCN(Cc4ccc(F)cc4)CC3)O2)c(=O)[nH]c1=O	1	.	-13	0	0	-7	0.1	6	-3	1
O=C1CN(c2ccccc2F)C(=O)CN1c1ccccc1F	4	0.1	3	-1	-4	-1	-0.5	2	-2	-12
Cc1ccc(Cl)cc1N1CCN(C(=O)c2cn(C)c(=O)c3c2c2ccccc2n3C)CC1	0	-0.3	-18	-2	-3	2	0.1	0	0	-3
CN1[C@@H](Cc2ccccc2)COc2cc(N3CCCC3)ccc2S1(=O)=O	9	.	5	3	5	.	-0.2	-3	-7	.
Cn1c(=S)sc2ccc3ccccc3c21	4	1.3	-10	5	5	-10	0.3	1	1	-9
CCC(C)c1ccc(NC(=O)c2c([N+](=O)[O-])cnn2CC)cc1 (configuration not stated)	-6	0.7	5	-2	2	4	1.0	-9	-1	2
Cc1cc(C(=O)NC2CC(C)(C)Cc3c2cnn3-c2ccccc2C)c(C)o1 (configuration not stated)	-1	-3.4	12	-7	-2	2	1.2	-14	-9	-16
COc1ccc(CN(C)C(=O)C2CCCN(c3nc4ccccc4o3)C2)cc1 (configuration not stated)	-9	.	3	-2	-1	.	0.1	-3	2	.
O=C(COC(=O)/C=C/c1ccccc1)Nc1nnc(-c2ccccc2)o1	-7	0.2	0	24	-1	-6	0.4	-1	3	2
COc1ccc(NC(=S)NCC2CCCO2)c(C)c1 (configuration not stated)	-6	-1.8	5	2	0	-10	0.0	7	-6	0
Cc1onc(-c2ccccc2)c1C(=O)Nc1ccc(S(=O)(=O)NC(C)(C)C)cc1	-2	-0.9	4	-2	-4	-7	0.6	-33	1	-14
Cc1nc2sc3c(c2c(=O)n1NC(=O)CCl)CCCC3	3	1.5	-2	0	1	-11	-0.2	-2	4	6
CCOC(=O)C(Cc1c[nH]c2cc([N+](=O)[O-])ccc12)(NC(C)=O)C(=O)OCC	-3	-2.3	18	-1	-3	3	0.2	-9	4	-22
CNC(=O)c1ccc(-c2sc3nc(N4CCOCC4)c4c(c3c2N)CC(C)(C)OC4)o1	14	-3.0	-148	1	26	12	-15	-2	-2	10
CCOC(=O)N1CCN(S(=O)(=O)N2CCCC(C(=O)NCc3ccccc3Cl)C2)CC1 (configuration not stated)	0	-2.2	2	-3	-3	1	0.3	-3	-1	-5

Exported with each value named: entries from further up.
> Cc1nc2sc3c(c2c(=O)n1NC(=O)CCl)CCCC3
  NPR2 activator: 3 | GAA850 FXN act: 1.5 | ADAM10 inh: -2 | rCAG binder: 0 | GC-A act: 1 | ARFGAP1 inhibitor: -11 | KLK7 zymogen act: -0.2 | sPLA2-III inh: -2 | Tn6 DDE FP: 4 | ASAP1 GAP inh: 6
> Cc1cc(C(=O)NC2CC(C)(C)Cc3c2cnn3-c2ccccc2C)c(C)o1 (configuration not stated)
  NPR2 activator: -1 | GAA850 FXN act: -3.4 | ADAM10 inh: 12 | rCAG binder: -7 | GC-A act: -2 | ARFGAP1 inhibitor: 2 | KLK7 zymogen act: 1.2 | sPLA2-III inh: -14 | Tn6 DDE FP: -9 | ASAP1 GAP inh: -16

Going on with the list:
Structure	NPR2 activator	GAA850 FXN act	ADAM10 inh	rCAG binder	GC-A act	ARFGAP1 inhibitor	KLK7 zymogen act	sPLA2-III inh	Tn6 DDE FP	ASAP1 GAP inh
CCCc1nnc(NC(=O)C2CCCO2)s1 (configuration not stated)	5	-0.4	0	2	5	-6	-0.5	-3	0	9
O=C(NCCc1ccccc1)C1CCCN(c2nc3ccccc3s2)C1 (configuration not stated)	7	-1.4	6	1	-1	0	-0.1	-10	-1	4
S=C(NCCc1ccccc1)N/N=C/c1ccccc1Cl	0	1.9	6	7	3	6	-0.5	3	-1	5
O=C1CC(C2CCCO2)C(=O)N1c1ccccc1 (configuration not stated)	1	0.5	-3	-2	1	1	-0.4	4	1	-16
COc1ccc(NC(=O)N2CCCC(c3nc(-c4ccc(OC)cc4)no3)C2)cc1 (configuration not stated)	-3	2.7	8	-5	-7	12	0.4	-15	-6	-5
Cc1ccccc1C(=O)OCCCN=C1NS(=O)(=O)c2ccccc21	-6	-1.1	1	5	-1	0	0.4	-2	-1	3
CC(=O)N1CCOc2ccc(S(=O)(=O)N3CCC(C(=O)Nc4ccc(C)cc4C)CC3)cc21	-8	-2.2	-10	6	-3	11	0.1	14	-10	-3
O=S(=O)(c1ccccc1)N1CCN=C1SCc1ccc(Cl)cc1	-2	0.8	5	0	3	0	-1.1	1	1	-10
COc1ccc(C(=O)NCc2ccc3c(c2)OCO3)cc1S(=O)(=O)N1CCCC1	3	-0.2	-13	1	1	10	-0.6	-6	0	-1
O=C(Nc1ccccc1)c1ccc(=O)[nH]n1	-6	1.5	14	7	-3	12	0.2	-10	14	-8
COc1ccc(/C=N/NC(=O)c2ccc(COc3ccccc3Cl)o2)c(OC)c1C	6	0.1	-4	1	-3	5	-1.2	-2	2	-6
COc1ccc(C(=O)CSc2ncn[nH]2)cc1OC	-5	3.1	0	1	0	-2	0.4	-4	1	-12
CCc1ccc(NC(=O)CCN2C(=O)c3cccnc3C2=O)cc1	-1	-0.2	0	-1	0	-17	0.3	-7	3	0
COc1cccc(NC(=O)CN(c2ccc(C)cc2)S(=O)(=O)c2c(C)nn(C)c2C)c1	-4	-2.6	11	0	4	0	0.1	-20	-7	1
Cc1ccc(C)c(NC(=O)CCN2CCN(CCO)CC2)c1	0	-0.3	-3	0	-1	-4	0.7	2	4	8
CCOc1c(Br)cc(C2NC(=O)CCC2[N+](=O)[O-])cc1OC (configuration not stated)	-2	0.1	1	-2	2	2	0.5	11	-6	-4
CCN(CC)CCC(C)OC(=O)c1ccc(O)cc1O (configuration not stated)	5	-0.5	-8	-1	2	-3	-0.4	0	6	-13
O=C(Nc1nnc(CCN2CCCCC2)s1)c1ccc(Cl)cc1Cl	-6	0.0	-8	-4	0	-7	0.2	-4	-4	5
CCOc1ccc(-c2cc(C(=O)Nc3ccc(C)c(NS(C)(=O)=O)c3)[nH]n2)c(C)c1	-2	0.1	12	2	-7	-3	0.6	-15	-3	8
O=C(CS(=O)(=O)c1ccc(Cl)cc1)NCCS(=O)(=O)c1ccc(Cl)cc1	1	-0.7	0	0	-3	16	-0.1	-15	-5	-13
CC(=O)Nc1cc[n+](CC(=O)c2cccc([N+](=O)[O-])c2)cc1	4	1.1	8	7	7	6	-0.2	-3	2	-7
O=C(NCCN1CCOCC1)C1CCC(CNS(=O)(=O)c2ccccc2)CC1 (configuration not stated)	7	-3.4	5	-2	1	5	0.2	-1	-7	7
COc1ccc(C(=O)COC(=O)c2ccc3c(c2)NC(=O)CS3)c(OC)c1	5	4.3	8	11	2	12	0.4	-19	-10	5
Cc1ccccc1OCC(=O)Nc1nnc(COc2ccccc2)s1	3	-0.4	-4	0	-1	2	0.0	-29	-5	-4
COC(=O)c1sccc1NS(=O)(=O)c1ccc(OC)cc1	-5	0.7	4	0	-2	-4	0.0	-6	1	-4
CCOC(=O)C(=CNc1ccc(N2CCCCC2)c(S(=O)(=O)Nc2ccccc2OC)c1)C(=O)OCC	0	-0.7	-8	0	5	1	0.4	14	-4	6
Cc1ccsc1/C=C1\Oc2cc(OCC(=O)c3ccccc3)ccc2C1=O	0	0.5	-4	14	-5	7	-0.4	7	-10	-3
CC(C)(C)Cc1c(-c2ccccc2)nc2ccc(Cl)cn12	-11	2.0	-12	-1	-7	18	-0.5	-5	-3	2
CCC(Oc1ccccc1)C(=O)Nc1ncc([N+](=O)[O-])s1 (configuration not stated)	-4	-0.7	-7	6	2	15	-0.3	1	0	2
Cc1ccc(C)c(NC(=O)C(c2ccccc2)N2CCN(CC(=O)N3CCOCC3)CC2)c1 (configuration not stated)	1	0.8	1	0	-1	3	-0.2	7	-8	-6
CC(C(=O)OCC(=O)c1ccc([N+](=O)[O-])cc1)N1C(=O)C2C3CCC(C3)C2C1=O (configuration not stated)	-2	-1.7	5	-2	-4	16	0.3	-3	1	5
COc1ccc(S(=O)(=O)Nc2cccc3c2O[C@H](CN(C)S(=O)(=O)c2ccc(OC)cc2)[C@@H](C)CN([C@H](C)CO)C3=O)cc1	0	-3.1	-3	8	-1	1	0.3	-12	-1	14
CC1=C(C(=O)Nc2cccc(C)c2C)C(c2cccs2)NC(=S)N1 (configuration not stated)	-4	1.6	-1	2	-3	15	0.1	15	0	-4
CN(C1CCCCC1)S(=O)(=O)c1ccc(C(=O)O)cc1	1	2.1	-10	7	-1	1	-0.2	2	4	6
CCc1nnc(NC(=O)c2cc(S(=O)(=O)N(C)c3ccc(OC)cc3)ccc2Cl)s1	4	1.4	1	9	0	-15	0.9	-6	4	-7
CCCCCc1nnc(NC(=O)Cc2cccs2)s1	6	-0.6	5	21	-18	-10	-0.4	-10	8	-6
CCCCn1c(N)c(N(CCOC)C(=O)COC(=O)CSc2cc(C)c3ccccc3n2)c(=O)[nH]c1=O	-3	-1.2	4	1	2	-6	0.5	1	0	-3
COc1ccc(CCNC(=O)CNCC(c2ccccc2)N(C)C)cc1OC (configuration not stated)	2	1.6	3	-5	1	-1	0.2	3	1	-5
CC1(C)CC(=O)C=C(NCc2ccncc2)C1	0	1.0	-11	-1	2	1	0.7	0	6	-6
CC[C@H](C)[C@H](NC(N)=O)C(=O)NCCc1ccc(OC)c(OC)c1	6	-2.2	-1	-1	2	-1	0.1	4	4	11
CC(Cc1ccccc1)NC(=O)CCNNC(=O)c1ccncc1 (configuration not stated)	1	-1.0	-3	0	-1	-3	-0.4	4	9	-10
OCCN(CC#CCn1c2ccccc2c2ccccc21)CCO	0	2.1	-6	-3	-6	5	0.4	-2	-3	12

Screening data as filed in PubChem BioAssay.
